MT stabilize HCS: microtubule stabilizers in HeLa cells, primary screen, imaging, high-content imaging | % tubulin-high responders, % at 10 µM | hit rate 0.83% among 200,000 | HeLa tubulin immunostaining HCS, 24 h; share of cells brighter than vehicle mean+2SD | AID 2205, 2009;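 active = plate Z-score above 3 for both tubulin-high and condensed-nucleus cell shares, with cell loss under 80%, at 10 µM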;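 note: anti alpha tubulin signal scored within the nucleus-defined area of each cell; some results filed as inactive read as strong as hits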
Dynein transport: inhibitors of GR-EGFP nuclear translocation, primary screen, dynein cargo transport inhibitor project, imaging, high-content, 3617.4 mouse cells. hit rate 0.47% among 220,000. z-score, hits read low. AID 1381, 2008. test concentration mostly 20 µM; stimulated with dexamethasone, 1 µM; stronger effect = lower value;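 active = plate z-score of nuclear minus cytoplasmic receptor signal below a set negative limit, without overly bright fluorescence or cell loss, cut at about -3.5 in these data, passing the limit was not always enough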;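 note: z-score of nuclear minus cytoplasmic ring GR-EGFP intensity difference per well; some compounds called inactive have numbers as strong as hits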
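medium = tetracycline-free induction medium containing charcoal-stripped FBS | also added = 1.0 µM final dexamethasone stimulus | schedule = 48 h induction, 1 h compound, 30 min dex at 37 °C | technique = fixed, Hoechst-stained cells imaged at 10x for EGFP | measure = GR-EGFP nuclear translocation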
HIV fusion peptide: inhibitors of HIV fusion peptide binding, primary screen, biochemical, uHTS, fluorescence dequenching (AID 1986); hit rate 0.3% among 290,000; cell-free peptide binding, fluorescence dequenching, 30 min; higher % means a stronger effect; one-dose inhibition, % at 20 µM; IC50 in µM for titrated hits; in the data active = inhibition mostly above about 52%, no sharp cut-off; inactive = mostly below about 76%; note: some results filed as inactive read as strong as hits
AID2073: inhibitors of Mint1-CaV2.2 protein interaction, biochemical, HTRF (AID 2073); HTRF protein-protein interaction, Mint1-CaV2.2; higher % means a stronger effect; inhibition, % at 20 µM, or IC50 in µM where a hit was titrated; hit rate 0.19% among 290,000; Voltage-dependent N-type calcium channel subunit alpha-1B (Homo sapiens); in the data active = inhibition mostly above about 51%, no sharp cut-off; inconclusive = no clear call, values can overlap the other calls; inactive = mostly below about 53%; note: some results filed as inactive read as strong as hits
Yfh1-off respiration: enhancers of respiration in Yfh1-depleted yeast, dose response, Friedreich's ataxia, plus single-dose screen (AID 1465); S. cerevisiae Yfh1-off respiration, WST-1 reduction, 72 h; higher fold induction means a stronger effect; fold induction at 50 µM, or EC50 in µM where a hit was titrated; hit rate 0.074% among 220,000;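 active = fold induction of absorbance versus untreated yeast above a set limit, then at least 30% activation at any dose in follow-up; inconclusive = repeats straddling the limit, or above it without dose testing; inactive = fold induction below the set limit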;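 note: activators that raise dye reduction in frataxin-depleted yeast; strong numbers were not always called active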
Autophagy HCS: autophagy modulators in MEF cells, primary screen, imaging, high-content, MEF GFP-LC3 | MEF GFP-LC3 puncta imaging; test concentration mostly 10 µM | calls only at 10 µM (by protocol) | hit rate 0.98% among 190,000;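 active = percentage of spot-positive cells more than 3 SD above its plate mean, without a fluorescence outlier flag or 80% toxicity; inconclusive = no clear call, values can overlap the other calls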;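 note: spot-positive cell cutoff set from DMSO-treated cells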
bCat nuc transl: modulators of beta-catenin nuclear translocation, primary screen, imaging, HeLa cells, immunofluorescence, high-content. nuclear translocation activity, % at 5 µM. hit rate 0.3% among 190,000. AID 1665, 2009;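 active = nuclear translocation activity above 50% at 5 µM, with a well cell count of 50 or more; inconclusive = wells under 50 cells across six images, flagged as toxic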;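 note: per-cell ratio of nuclear to cytoplasmic median beta-catenin stain intensity; plate controls were DMSO negative control for no effect and GSK-3 inhibitor IX positive control for full effect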
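Test system: HeLa cells, endogenous beta-catenin; Compound: single 5 µM dose plus 0.02–20 µM confirmation series; Times: compound exposure 24 h at 37°C; Signal: fluorescence imaging of beta-catenin antibody stain plus DAPI; Read-out: % activation, nuclear-to-cytoplasmic median beta-catenin signal ratio per cell.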
Insulin prom up: insulin promoter activators in MIN6 cells, imaging, high-content screening, mouse beta cells | z-score at 5 µM | MIN6 insulin promoter-GFP reporter; stronger effect = higher value | hit rate 0.3% among 190,000;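 active = z-score above 3 at 5 µM with at least 500 cells counted in the well; inconclusive = wells under 500 cells, flagged as cytotoxic or low count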
WT yeast gro inh: growth inhibition of WT strain, primary screen, mitochondrial fusion inhibitor project, WT and mutant strains, chemical genetic. mitochondrial fusion phenotypic screen. inhibition, % at 10 µM. hit rate 2.1% among 190,000. AID 1362, 2008; in the data active = inhibition above about 58%; tested in S. cerevisiae
WT yeast gro inh mutant strain: second read-out of WT yeast gro inh, no call of its own (marks repeat the call); inhibition, %; mitochondrial fusion phenotypic screen, mutant strain inhibition
Dynein transport cytoplasmic EGFP: also measured in Dynein transport; calls as there; z-score; measured here: cytoplasmic GR-EGFP intensity; stronger effect = higher value
Dynein transport nuclear GR-EGFP: recorded beside Dynein transport, whose call it bears; z-score; measured here: nuclear GR-EGFP intensity;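 lower value marks the stronger effect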
Dynein transport cell count: second read-out of Dynein transport, no call of its own (marks repeat the call); z-score; measured here: cell count per field
Insulin prom up cell count: further read-out of Insulin prom up, marked with its call; cell count; measured here: cytotoxicity, nuclei count;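 total cells summed across four imaged fields per well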
bCat nuc transl cell count 5 µM: recorded beside bCat nuc transl, whose call it bears; cell count; measured here: cell count, cytotoxicity flag
MT stabilize HCS Hoechst-high %: further read-out of MT stabilize HCS, marked with its call; % Hoechst-high responders; measured here: nuclear condensation Hoechst responders;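 share of cells brighter than vehicle mean plus two SD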
MT stabilize HCS cytotoxicity %: recorded beside MT stabilize HCS, whose call it bears; toxicity, %; measured here: cytotoxicity by cell density;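 0% = mean cell density of plate MIN control wells and 100% = no cells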
Autophagy HCS cell loss 18 h: also measured in Autophagy HCS; calls as there; toxicity, %; measured here: cell loss, nuclei count;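 cell loss after 18 h compound exposure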
Starred values were filed as active, the others as inactive; i = inactive; ? = inconclusive; nt = not tested or not shown; + = active, no number.

SMILES	MT stabilize HCS	MT stabilize HCS Hoechst-high %	MT stabilize HCS cytotoxicity %	Dynein transport	Dynein transport cytoplasmic EGFP	Dynein transport nuclear GR-EGFP	Dynein transport cell count	HIV fusion peptide	AID2073	Yfh1-off respiration	Autophagy HCS	Autophagy HCS cell loss 18 h	bCat nuc transl	bCat nuc transl cell count 5 µM	Insulin prom up	Insulin prom up cell count	WT yeast gro inh	WT yeast gro inh mutant strain
CCOC(=O)Cc1csc(NC(=O)/C=C\c2ccccc2Cl)n1	3.3	2.8	4.3	0.18	0.42	0.19	0.85	2.1%	15%	i	i	-4	0.9	1013	nt	nt	26	2
Fc1cccc(Oc2nc3ccccc3n3cccc23)c1	1.8	2.1	3.9	-0.86	-0.15	-0.023	0.45	0.5%	6%	i	i	18	-1.3	1066	0.24	1874	-7	19
CCc1nnc(NC(=O)c2nc3nccc(C)n3n2)s1	1.0	2.0	4.1	0.31	-0.23	-0.12	0.4	0.1%	-7%	i	i	0	-1.4	757	0.74	1198	1	-11
Cc1cccc(-n2ncc3c(Nc4c(C)n(C)n(-c5ccccc5)c4=O)ncnc32)c1	6.5	5.5	8.5	-1.4	-0.36	-0.71	1.9	-4.4%	0%	i	i	13	-0.9	1368	0.42	1023	37	1
CC1CCC2(CC1)NC(=O)N(CC(=O)NC(=O)Nc1ccc3c(c1)OCCO3)C2=O (stereo not drawn)	nt	nt	nt	2	-0.27	0.6	-0.18	0.7%	-2%	i	nt	nt	0.0	1255	-0.85	1296	nt	nt
CCS(=O)(=O)c1ccc(C(=O)Nc2ccccc2OC)c(Cl)c1Cl	4.3	1.5	1.0	0.15	-0.29	0.23	0.35	0.9%	0%	i	i	18	-4.2	1094	-0.42	1505	4	-2
Cc1ccc(S(=O)(=O)NCCN2CCOCC2)c(C)c1C	2.6	1.8	4.9	-0.59	0.57	-0.67	1.6	-1.1%	6%	i	i	4	0.4	1462	-0.48	1489	14	11
COCC(C)NC(=O)c1ccccc1OC(C)=O (stereo not drawn)	3.1	1.7	5.3	-0.54	-0.2	-0.9	-0.0033	0.4%	3%	i	i	-7	-1.0	1066	0.17	1316	-7	-2
COc1ccc(-c2csc(NC(=S)NC(=O)/C=C/c3ccccc3)n2)cc1Br	nt	nt	nt	-0.13	-0.23	-0.094	-0.015	0.9%	38%	i	nt	nt	-4.9	1205	-0.04	1443	nt	nt
Cc1ccc(CNC(=O)CN(CCc2ccccc2)S(C)(=O)=O)cc1	3.4	2.2	3.7	0.24	-0.14	0.24	-0.71	1.4%	-1%	i	i	15	-3.7	1067	-0.13	1535	-2	1
CCn1c(SCC(=O)Nc2cccc(NC(=O)c3ccco3)c2)nnc1-c1cccs1	3.6	3.4	17	0.98	-0.059	0.68	-0.47	-0.7%	2%	i	i	26	-0.8	1141	0.23	1079	18	11
CC(C)C(OC(=O)c1ccco1)C(=O)NCc1ccccc1 (stereo not drawn)	1.7	1.5	15	0.027	0.27	0.25	1.3	-0.7%	0%	i	i	-1	nt	nt	-0.13	1240	-16	-52
Cc1ccc2nc(NC(=O)Cn3cc4c(n3)CCCCC4)sc2c1	6.0	2.0	6.1	-0.28	-0.12	0.16	-0.4	0.9%	-2%	i	nt	nt	-1.4	1194	0.37	1884	11	-2
Clc1ccc(C2=NNC(=NCC3CCCO3)SC2)cc1 (stereo not drawn)	5.1	1.9	9.5	-1.4	-0.25	-0.56	1	1.4%	-19%	i	i	-1	-2.9	965	2	1489	36	0
CCOc1ccc(/C=N/Nc2ccc(C(F)(F)F)cc2[N+](=O)[O-])cc1O	2.7	1.4	4.9	3.2	-0.16	2.5	-1.5	-6.2%	-5%	i	i	5	0.5	492	-0.74	838	13	-2
Cc1nnc(SCC(=O)NCC(=O)Nc2ccc(F)c(F)c2F)n1Cc1ccccc1	7.3	2.7	9.4	-0.58	-0.34	-0.02	1.6	-0.2%	-8%	i	i	0	-1.8	1054	-0.72	1360	-5	13
Cc1ccc(-c2cn3c(n2)SCC3)cc1	1.8	3.0	3.5	-1.5	1.2	-0.68	0.96	2.0%	-13%	i	i	1	-0.1	1079	0.26	1113	-15	8
Cc1ccccc1NC(=O)NCCc1c[nH]c2ccccc12	3.0	1.6	8.4	-0.46	-0.29	-0.068	0.72	-1.6%	-7%	i	i	11	-1.1	1001	1.5	1659	-10	-13
COC(=O)c1cc(Sc2cccc(Cl)c2Cl)ccn1	1.5	1.7	1.7	-0.9	-0.064	-0.34	0.59	0.6%	?	i	i	-26	2.7	1414	-0.34	1458	30	53
CCOC(=O)C1CCCN(C(=O)c2cnn3c(C(F)F)cc(-c4ccc(C)cc4)nc23)C1 (stereo not drawn)	3.6	5.9	5.8	-0.87	-0.27	-0.32	0.7	-0.3%	17%	i	i	9	nt	nt	0.12	1259	14	0
O=C(/C=C/c1ccccc1)N1c2ccccc2Sc2ccc(C(F)(F)F)cc21	2.8	1.9	4.1	1.9	-0.13	1.8	-2.8	-0.5%	0%	i	i	14	0.0	1048	0.18	1406	28	21
N=C(N)SCc1ccccc1Cl	6.5	2.9	11	2.3	-0.17	1.3	-1.8	0.6%	0%	i	i	1	nt	nt	-0.01	1161	-12	0
CN1CCN(C(=O)c2cc3c(n(-c4ccccc4)c2=O)CC(C)(C)CC3=O)CC1	4.3	1.3	9.9	-0.62	-0.26	0.035	0.73	1.7%	0%	i	i	16	-3.4	1236	-0.66	1257	5	-6
COc1ccc(CN2CCCCC2C)c(C)c1C (stereo not drawn)	4.7	4.6	6.3	0.34	-0.3	-0.011	0.0026	1.9%	9%	i	i	-1	-2.6	1147	1.1	932	7	24
COCCNC(=O)Cn1nc(C)c([N+](=O)[O-])c1C	2.7	2.0	6.9	-0.28	-0.36	0.051	1.1	-0.6%	5%	i	i	10	-2.2	982	-0.08	1431	-19	1
O=C(CSc1nc2ccccc2c(=O)n1-c1ccccc1)NCc1ccc2c(c1)OCO2	2.7	1.6	2.8	0.1	-0.23	0.75	0.68	-0.4%	-7%	i	i	21	-3.2	1335	0.52	1382	-9	-18
Cc1cccc(C(=O)Nc2ccc(CC(=O)O)cc2)c1	4.3	2.6	3.6	-0.6	-0.24	-0.44	0.23	2.7%	0%	i	i	7	-0.7	1076	-0.68	1263	9	2
COc1ccc(NC(=O)COC(=O)c2ccc(O)cc2)c([N+](=O)[O-])c1	3.8	1.8	7.7	-1.1	0.049	-0.68	-0.22	-0.3%	-4%	i	i	16	-0.4	1055	-0.49	1447	10	-18
CNc1ncnc(Sc2ccc(Cl)cc2)c1[N+](=O)[O-]	nt	nt	nt	-0.28	-0.21	-0.17	1.2	-0.8%	-11%	i	nt	nt	0.5	1061	-0.47	1342	nt	nt
Clc1ccc(OCCCNCc2ccccc2)c(Br)c1	2.8	1.8	4.2	-0.29	-0.12	-0.24	0.24	-3.1%	-6%	i	i	12	-2.0	1328	0.95	911	36	-4
CCC(=O)Oc1ccc2c(c1)OC1(OC(C)=O)OC(C)CC1=C2C (stereo not drawn)	nt	nt	nt	-0.34	-0.28	-0.41	0.17	-1.2%	19%	i	nt	nt	-4.0	1236	-0.43	1434	nt	nt
N#Cc1ccc(N2C(=O)[C@@H]3C(C(=O)C(c4ccccc4)c4ccccc4)=NN[C@@H]3C2=O)cc1	1.3	0.7	5.3	0.004	-0.23	0.085	0.22	32%	33%	i	i	-7	-1.1	980	0.11	1383	-3	7
O=C(O)c1ccc(CN2CCOCC2)o1	nt	nt	nt	0.75	-0.35	0.69	0.2	-0.8%	7%	i	i	-11	1.4	1024	-0.46	1548	-3	-5
Clc1ccc(-n2nnnc2Sc2ncnc3sccc23)cc1	3.8	1.4	2.2	-0.92	-0.14	-1.1	1.5	nt	nt	i	+	65*	nt	nt	nt	nt	nt	nt
O=C(Nc1ccccc1Cl)NC1(C(=O)N2CCCC2)CCCCC1	2.7	1.2	1.8	-0.37	-0.16	-0.81	0.93	-0.2%	5%	i	i	-6	nt	nt	nt	nt	-14	-8
CCOC(=O)c1ccc(N/C(=N\S(=O)(=O)c2ccc(F)cc2F)c2ccccc2)cc1	6.0	2.4	11	-1.4	-0.24	-0.57	0.94	3.8%	-4%	i	i	2	-1.8	1081	-0.94	1451	19	4
COCCNc1c(-c2cc3ccc(C)c(C)c3[nH]c2=O)nc2ccccn12	1.8	1.8	12	0.16	-0.082	0.35	0.068	-1.5%	11%	i	i	16	5.7	998	-0.37	1587	-14	-10
O=C(CN1CCC(C(=O)O)CC1)Nc1ccccc1Oc1ccccc1	nt	nt	nt	1.5	-0.19	0.49	-0.7	-1.2%	-9%	i	nt	nt	-1.5	1086	0.35	1455	nt	nt

Screening results from PubChem.
